# Bioassay records: PubChem, Broad Institute
# SIRT5 inh – inhibitors of human sirtuin-5 desuccinylase; inhibition, % at 15 µM; Purified SirT5, succinyl-peptide AMC, trypsin-coupled fluorescence; actives 1.1% (n = 330,000); Q9NXA8; in the data active = inhibition above about 15%
# Target sequence (Q9NXA8 whole entry, looked up): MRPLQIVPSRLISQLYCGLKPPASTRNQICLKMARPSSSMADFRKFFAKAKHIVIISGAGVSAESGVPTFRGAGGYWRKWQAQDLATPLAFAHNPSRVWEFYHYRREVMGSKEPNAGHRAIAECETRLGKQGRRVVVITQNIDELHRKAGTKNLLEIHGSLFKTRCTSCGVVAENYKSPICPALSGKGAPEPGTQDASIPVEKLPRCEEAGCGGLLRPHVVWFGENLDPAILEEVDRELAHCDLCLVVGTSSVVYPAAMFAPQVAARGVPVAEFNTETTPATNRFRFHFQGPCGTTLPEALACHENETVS
# ARNT TACC3 PPI – ARNT/TACC3 interaction disruption. actives 0.66% (n = 390,000). inhibition, % at 9.99 µM. AlphaScreen His-ARNT PAS-B/GST-TACC3 binding, luminescence; TACC3 fragment carries E629A point mutation;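 active = mean inhibition of replicates at least 50% and at least half of replicates each reaching 50%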;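 also: 0% = complete ARNT plus TACC3 wells and 100% = ARNT alone without TACC3; many hits fall short of the cut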
# C2C12 statin – suppressors of simvastatin-induced myotoxicity in C2C12 myotubes | ATP luminescence, 48 h; scaled: DMSO 0, geranylgeraniol control 100 | rescue of ATP level, % at 7.49 µM | actives 0.78% (n = 330,000) | AID 602340;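 active = mean ATP rescue above about 67%, or every replicate alone reaching that limit, limit read from the data, passing the limit was not always enough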;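 also: myotubes were challenged with 10 µM simvastatin during compound exposure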
# miR122 inh – blocks miR-122 activity in Huh7 sensor cells; activation (reporter increase), % at 12.5 µM; actives 0.3% (n = 340,000); Huh7 miR-122 Renilla luciferase sensor, 48 h; neutral wells = 0, positive control = 100;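 active = mean replicate activation score at least 90 and every replicate individually at or above 90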;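 also: higher luciferase means less miR-122 activity so hits act as miR-122 inhibitors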
# ERp5 block – ERp5 (human) disulfide isomerase inhibition. Q15084. ERp5 insulin aggregation, absorbance 650 nm, 90 min. inhibition, % at 9.99 µM. actives 0.05% (n = 350,000). AID 651711;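 active = mean replicate inhibition above about 25%, with every replicate also reaching it, limit read from the data, passing the limit was not always enough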
# Target sequence (Q15084 whole entry, looked up): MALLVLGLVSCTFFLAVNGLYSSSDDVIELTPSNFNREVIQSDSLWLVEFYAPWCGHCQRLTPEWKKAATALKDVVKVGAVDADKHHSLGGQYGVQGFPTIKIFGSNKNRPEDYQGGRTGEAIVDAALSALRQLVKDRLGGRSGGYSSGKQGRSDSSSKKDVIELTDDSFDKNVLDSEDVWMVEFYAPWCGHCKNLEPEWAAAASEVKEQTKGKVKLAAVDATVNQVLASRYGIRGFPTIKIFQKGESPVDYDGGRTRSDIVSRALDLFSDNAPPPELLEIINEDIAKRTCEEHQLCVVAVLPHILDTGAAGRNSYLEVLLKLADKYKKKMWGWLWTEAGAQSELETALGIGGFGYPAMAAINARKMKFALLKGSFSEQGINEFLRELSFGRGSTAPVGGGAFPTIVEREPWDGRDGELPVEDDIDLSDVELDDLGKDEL
# Cneo AK release – causes C. neoformans cell lysis; adenylate kinase release luminescence, 4 h; normalised: neutral wells 0, clomiphene wells 100; lysis activity, % at 15 µM; actives 0.2% (n = 360,000);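 active = mean lysis activity across replicates of at least 80%, whatever share of replicates individually reach that level; inactive = mean lysis activity below 80%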
#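 Material: C. neoformans cells; Schedule: 4 h static compound exposure, 37 °C, read 1 h post-reagent; Measured by: adenylate kinase release luminescence; Read-out: signal increase indicating cell lysis; Controls: Clomiphene as positive lysis control.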
# esBAF inh – inhibitors of esBAF chromatin remodeling in mouse ES cells | reporter increase, % at 12.5 µM | actives 2% (n = 350,000) | Bmi1-luciferase knock-in reporter, 24 h; 100% = twice the neutral-well signal; in the data active = activation above about 40%;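 also: 0% = median of the plate's neutral control wells and 100% = double that signal; a rise in the Bmi1 reporter signal indicates esBAF inhibition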
# Starred values were filed as active, the others as inactive; nt = not tested or not shown; [ ] = dose if it differs, or a comment.
SMILES,SIRT5 inh,ARNT TACC3 PPI,C2C12 statin,miR122 inh,ERp5 block,Cneo AK release,esBAF inh
Nc1ccccc1SC(CC(=O)c1ccccc1)c1ccc([N+](=O)[O-])cc1 (configuration not stated),0.1,nt,18.6,4.8,2.7,-2.3,29.3
OC[C@@H]1[C@H](c2ccc(C#CC3(O)CCCC3)cc2)[C@H]2CN(Cc3cncnc3)CCCCN12,nt,5.3,3.5,14.5[16.7 µM],nt,1.6,-2.8
N/C(=N\OC(=O)c1ccccc1[N+](=O)[O-])c1ccccn1,-6.7,-3.4,2.1,-3.6,-3.4,-18.3,-17.2
CC(C)c1ccc(-c2nc3ccccc3s2)cc1,-0.3,-10.7,nt,nt,8.4,nt,nt
Cc1ccc(NC(=O)c2cc(S(=O)(=O)c3ccccc3)ccc2Cl)cc1,nt,-4.3,-3.0,3.8,nt,1.1,5.9
Cc1cc(C)cc(N2CCCC2=O)c1,nt,1.7,10.1,-1.4,nt,-0.1,-0.6
Cc1cc2nc(-c3ccccc3)c(Cc3cccc(F)c3)n2c(C)c1Br,10.4,nt,-4.9,2.3,-6.4,11.6,10.1
C[C@H]1CCCCO[C@@H](CN(C)Cc2ccc3c(c2)OCO3)[C@@H](C)CN([C@@H](C)CO)C(=O)c2cc(NS(=O)(=O)c3ccccc3)ccc2O1,6.4,26.2,nt,-6.1[16.7 µM],2.2,1.7,-2.1
O=C(C[C@H]1CC[C@@H]2NC[C@H](O)COC[C@H]2O1)NC1Cc2ccccc2C1,2.1,5.0,-17.7,-2.7[16.7 µM],0.4,1.6,4.3
COc1cc(NC(=O)c2cccc(C)c2)c(OC)cc1NC(=O)CN1CCCCC1,0.0,6.9,nt,nt,-0.8,nt,nt
CN1C(=O)c2cc(NC(=O)Cc3cccs3)ccc2OC[C@H]2O[C@H](CC(=O)NCCCN3CCOCC3)CC[C@@H]21,-1.9,-2.6,-2.4,-20.0[16.7 µM],3.4,2.1,0.8
Cc1cc(C(=O)N/N=C2\CCCC(=O)C2)c2ccccc2n1,nt,6.8,nt,-5.3,nt,-2.8,nt
CO[C@H]1CN(C)C(=O)c2cc(NC(C)=O)ccc2OC[C@H](C)N(Cc2cccnc2)C[C@@H]1C,nt,-10.6,-6.6,4.2[16.7 µM],nt,0.1,3.1
COc1ccc(NC(=O)CSc2nnc(C3CCCCC3)n2-c2ccccc2)cc1,nt,-2.0,1.4,46.5,nt,-0.6,6.3
C[C@H](CO)N1C[C@H](C)[C@H](CN(C)Cc2ccccn2)Oc2ncc(Br)cc2C1=O,-1.9,-3.1,2.1,8.3[16.7 µM],-0.8,-3.6,-8.4
COc1cc(NC(=O)c2ccc(OCc3c(C)noc3C)c(OC)c2)cc(OC)c1,1.3,-2.4,18.8,-5.0,2.1,1.6,11.5
CCOC(=O)N1CCC(NC(=O)C2CCCN(C(=O)c3cc4sccc4n3C)C2)CC1 (configuration not stated),1.3,-15.0,4.7,nt,3.9,-2.2,-4.5
O=C(/C=C/c1ccc(F)cc1)NC(=S)NNC(=O)c1cccnc1,-2.6,10.5,nt,0.2,3.7,-3.5,nt
C[C@H](CO)N1C[C@H](C)[C@H](CN(C)Cc2ccc(-c3ccccc3)cc2)Oc2ccc(NS(C)(=O)=O)cc2C1=O,1.4,5.1,-20.9,-3.2[16.7 µM],6.5,-3.0,-1.8
CCOC(=O)C1C(=O)C=C(c2cccc(NS(C)(=O)=O)c2)CC1c1ccco1 (configuration not stated),nt,6.1,0.6,5.8,nt,-1.1,21.8
COCCNC(=S)NNC(=O)CSCc1ccc(Cl)cc1Cl,-2.1,-2.3,nt,nt,5.7,2.6,nt
COc1ccc(S(=O)(=O)N2CCOC23CCN(S(=O)(=O)c2cc(F)ccc2F)CC3)cc1,-2.7,0.6,9.6,-1.4,-6.2,nt,-2.8
C[C@H](CO)N1C[C@H](C)[C@@H](CN(C)S(=O)(=O)c2ccc(Cl)cc2)OCc2cn(nn2)CCCC1=O,-0.7,nt,-5.9,-1.3[16.7 µM],nt,nt,0.0
Cc1cc(C)cc(N=c2c([N+](=O)[O-])nn(-c3ccc4c(c3)OCCO4)n2O)c1,-1.1,-4.4,-14.8,-42.4,0.7,-2.8,11.9
COc1ccc(S(=O)(=O)N2CCN(c3ccc4nnc(-c5ccc(F)cc5)n4n3)CC2)cc1,nt,nt,16.7,-15.6,1.4,-0.2,18.9

# Ordered by SMILES length (low to high): some entries from above.
SMILES,SIRT5 inh,ARNT TACC3 PPI,C2C12 statin,miR122 inh,ERp5 block,Cneo AK release,esBAF inh
Cc1cc(C(=O)N/N=C2\CCCC(=O)C2)c2ccccc2n1,nt,6.8,nt,-5.3,nt,-2.8,nt
COc1ccc(NC(=O)CSc2nnc(C3CCCCC3)n2-c2ccccc2)cc1,nt,-2.0,1.4,46.5,nt,-0.6,6.3
COc1cc(NC(=O)c2cccc(C)c2)c(OC)cc1NC(=O)CN1CCCCC1,0.0,6.9,nt,nt,-0.8,nt,nt
Nc1ccccc1SC(CC(=O)c1ccccc1)c1ccc([N+](=O)[O-])cc1 (configuration not stated),0.1,nt,18.6,4.8,2.7,-2.3,29.3
OC[C@@H]1[C@H](c2ccc(C#CC3(O)CCCC3)cc2)[C@H]2CN(Cc3cncnc3)CCCCN12,nt,5.3,3.5,14.5[16.7 µM],nt,1.6,-2.8
CO[C@H]1CN(C)C(=O)c2cc(NC(C)=O)ccc2OC[C@H](C)N(Cc2cccnc2)C[C@@H]1C,nt,-10.6,-6.6,4.2[16.7 µM],nt,0.1,3.1
C[C@H]1CCCCO[C@@H](CN(C)Cc2ccc3c(c2)OCO3)[C@@H](C)CN([C@@H](C)CO)C(=O)c2cc(NS(=O)(=O)c3ccccc3)ccc2O1,6.4,26.2,nt,-6.1[16.7 µM],2.2,1.7,-2.1

# Additional records.
SMILES,SIRT5 inh,ARNT TACC3 PPI,C2C12 statin,miR122 inh,ERp5 block,Cneo AK release,esBAF inh
C/C=C/c1ccc([C@H]2[C@@H](CO)N3CCCCN(S(=O)(=O)c4ccccc4)C[C@@H]23)cc1,3.5,1.8,nt,0.7[16.7 µM],-3.8,0.4,nt
CCOC(=O)c1c(C=O)c2sc(C)cc2n1C,-1.6,-1.2,0.7,-0.1,1.9,-6.3,5.5
Cc1ccc2nc(Nc3ccccc3)c(C=O)c(=O)n2c1,0.1,-7.2,-6.1,0.2,2.9,1.6,10.9
Cc1ccc(-c2cnc3c(c2)C(=O)N([C@@H](C)CO)C[C@@H](C)[C@H](CN(C)S(C)(=O)=O)O3)cc1,2.3,-9.7,3.1,-16.3[16.7 µM],1.3,-4.1,-3.2
COc1ccccc1-c1ccc([C@@H]2[C@@H](CO)N3CCCCN(S(=O)(=O)c4cn(C)cn4)C[C@H]23)cc1,1.2,-1.3,15.7,-0.7[16.7 µM],0.7,46.0,-2.0
CN(c1cccnc1)c1ncnc2[nH]ncc12,-6.4,0.5,5.9,0.9,3.1,0.0,-10.9
O=C(C[C@@H]1CC[C@@H](NC(=O)NC2CCCC2)[C@@H](CO)O1)NCc1ccc(F)cc1,-2.7,-5.2,-8.4,6.3[16.7 µM],-1.0,-4.4,6.3
O=S1c2ccccc2Sc2ccccc21,nt,2.2,0.2,-2.9,1.9,0.0,3.9
CCOc1cc2c(C#N)c(N3CCCCC3)nc(N)c2c(N)n1,nt,-16.1,-36.8,-0.3,nt,-2.2,54.5*
O=C(C[C@@H]1C=C[C@@H](NC(=O)NC2CCCCC2)[C@@H](CO)O1)NCc1ccc(Cl)cc1,-2.2,-10.5,5.1,nt,8.2,2.4,2.6
O=S1(=O)CC(N2CCN(c3ccccn3)CC2)CN1C1CCCCC1 (configuration not stated),-2.5,nt,-4.3,-2.3,-2.3,4.4,0.7
O=C(O)C1=C[C@@H](c2ccc(C(F)(F)F)cc2)C[C@@H](OCCCCO)O1,5.4,2.9,-4.2,4.3,-4.3,-0.2,0.9
O=C(NCCCN1CCCC1=O)Nc1ccc(Cl)cc1Cl,-0.4,-2.5,nt,nt,4.5,1.5,nt
C[C@@H]1CN([C@@H](C)CO)C(=O)c2cccc(NS(=O)(=O)c3cn(C)cn3)c2O[C@@H]1CN(C)Cc1ccc(C(=O)O)cc1,-1.0,-7.2,nt,-2.8[16.7 µM],6.2,-0.7,0.3
O=C(C[C@@H]1CC[C@@H]2[C@H](COC[C@@H](O)CN2C(=O)c2ccccc2)O1)NCCCN1CCOCC1,nt,-8.3,-0.8,-0.5[16.7 µM],nt,-0.3,-2.0
N=C1/C(=C\c2ccc(-c3cc(Cl)cc(Cl)c3)o2)C(=O)N=C2SC=C(c3ccccc3)N12,nt,-12.2,nt,-1.6,nt,-0.3,nt
C[C@H](CO)N1C[C@H](C)[C@@H](CN(C)C(=O)Cc2ccccn2)Oc2ncc(/C=C/c3ccccc3)cc2C1=O,-15.4,-4.7,-1.0,1.2[16.7 µM],-6.5,8.5,-1.8
COc1ccc(-c2noc(CCCC(=O)Nc3cccnc3)n2)cc1OC,-4.7,-0.4,nt,nt,7.3,nt,nt
COc1ccc(C2NC(=O)NC(C)=C2C(=O)Nc2cc(C)ccc2C)cc1OC (configuration not stated),nt,2.2,-5.5,6.7,nt,1.0,-2.6
CC1(C)Cc2c(sc(N)c2C#N)C(C)(C)N1,0.3,-5.9,nt,-4.8,5.4,nt,nt
CNC(=O)C[C@H]1CC[C@@H]2[C@H](COc3ccc(NC(=O)NC(C)C)cc3C(=O)N2C)O1,nt,-6.7,-9.8,-43.3[16.7 µM],nt,-0.2,-1.6
Cc1cccnc1NC(=O)c1cccc(S(=O)(=O)N2CCCC2)c1,-0.2,-2.9,1.0,-0.3,0.5,-0.7,nt
CC(C)CCNC(=O)C(c1ccc(O)cc1)N(Cc1cccs1)C(=O)C1COc2ccccc2O1 (configuration not stated),-0.4,-0.4,-42.8,18.4,7.7,nt,5.8
CC(=O)Nc1ccc2c(c1)C(=O)N(C)[C@H]1CC[C@@H](CC(=O)NCc3ccc(F)cc3)O[C@H]1CO2,-3.5,1.4,-4.2,22.0[16.7 µM],-0.1,4.7,-3.8
Cc1ccn2cc(C(=O)NC3CCN(Cc4ccccc4)CC3)nc2c1,-3.0,-3.7,-13.6,-9.2,-2.2,0.0,-3.1
CCN1C(=O)/C(=C\C=C\c2ccccc2[N+](=O)[O-])SC1=S,-3.1,-4.7,-3.2,nt,-1.9,nt,4.3
CC1=C(C(=O)Nc2ccccc2C(=O)NC2CCC(C)CC2)SCCO1 (configuration not stated),0.2,0.0,-20.2,-0.6,10.2,17.6,1.3
C[C@H](CO)N1C[C@H](C)[C@@H](CN(C)C(=O)Nc2ccc(C(F)(F)F)cc2)OCCCC[C@H](C)Oc2ccc(NC(=O)Nc3ccc(F)cc3)cc2C1=O,10.9,3.6,12.8,-3.2[16.7 µM],-3.5,-2.3,4.5
COc1ccc(CCNc2c(C)c(C)nc3ncnn23)cc1,-2.6,-14.9,-27.7,2.8,-0.7,-2.6,3.4

# Of the compounds above, 2 have a COOH group.
SMILES,SIRT5 inh,ARNT TACC3 PPI,C2C12 statin,miR122 inh,ERp5 block,Cneo AK release,esBAF inh
O=C(O)C1=C[C@@H](c2ccc(C(F)(F)F)cc2)C[C@@H](OCCCCO)O1,5.4,2.9,-4.2,4.3,-4.3,-0.2,0.9
C[C@@H]1CN([C@@H](C)CO)C(=O)c2cccc(NS(=O)(=O)c3cn(C)cn3)c2O[C@@H]1CN(C)Cc1ccc(C(=O)O)cc1,-1.0,-7.2,nt,-2.8[16.7 µM],6.2,-0.7,0.3
